D3 ag – qHTS of D3 Dopamine Receptor Agonist: qHTS. D(3) dopamine receptor (Homo sapiens), P35462. D3R DiscoveRx beta-arrestin cells, luminescence, 90 min. max activation, %. hit rate 0.58% among 410,000. AID 652048, 2013; in the data active = max activation above about 30%; also: 0% is about no effect; mostly tested at two doses, the higher about 12 µM
Target sequence (P35462 whole entry, looked up): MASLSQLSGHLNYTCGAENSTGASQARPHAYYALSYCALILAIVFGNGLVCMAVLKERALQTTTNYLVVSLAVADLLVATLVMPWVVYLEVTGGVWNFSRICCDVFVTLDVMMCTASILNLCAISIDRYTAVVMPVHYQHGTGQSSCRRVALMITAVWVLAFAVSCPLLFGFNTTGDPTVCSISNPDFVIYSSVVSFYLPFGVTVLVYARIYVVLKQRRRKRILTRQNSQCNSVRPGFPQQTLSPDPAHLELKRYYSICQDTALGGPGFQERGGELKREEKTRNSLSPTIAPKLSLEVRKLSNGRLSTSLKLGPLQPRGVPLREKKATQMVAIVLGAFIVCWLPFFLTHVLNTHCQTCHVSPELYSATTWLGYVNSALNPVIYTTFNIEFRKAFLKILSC
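Cells at 1500/well, incubated overnight, then treated with pinned compounds (dopamine as control) for 90 min at 37 degrees C. DiscoveRx reagent added for 30 - 60 minutes at room temperature; luminescence read.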
HT1080 IDH1KD tx – qHTS for induction of synthetic lethality in tumor cells producing 2HG: qHTS for the HT-1080-IDH1KD cell line; HT-1080 IDH1 knockdown viability, ATP luminescence, 48 h; Potency, µM (series often up to 46.1 µM), without a hit: top-dose activity, negative = toxicity, most hits filed as cytotoxic; hit rate 2% among 360,000;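 also: potency is read from the fitted curve at half-maximal effect; 0% = DMSO wells and -100% = cell-free medium wells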
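IDH1KD HT-1080 cells, 750/well, RPMI + 5% FBS; compound pinned after 2 h settling; 48 h, 37 °C; CellTiter-Glo luminescence; % activity normalised to DMSO and no-cell wells; curves fitted, classed by r2 and efficacy.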
MCF10A rerep – A quantitative high throughput screen for small molecules that induce DNA re-replication in MCF 10a normal breast cells | Potency, µM (highest dose often 46.1 µM), for inactives: at the highest dose activity, positive = re-replication, usual class: activators | MCF 10A DNA re-replication, Hoechst nuclear intensity, 48 h | hit rate 2.9% among 350,000; also: potency is read from the fitted curve at half-maximal effect; % of control where 0% means no effect; nearly all actives have a fitted effect of over 50% in size
KB-V1 cytotox – qHTS assay for MDR1-selective chemotherapeutics: Primary screen using the drug-selected MDR subline cells KB-V1; AID 1347076, 2019; Potency, µM (top dose mostly 46.1 µM), inactives show at the highest dose activity change, negative = cytotoxicity, hits mostly cytotoxic; KB-V1 MDR cells viability, CellTiter-Glo, 72 h; hit rate 3.4% among 400,000; also: potency is read from the fitted curve at half-maximal effect; % is scaled to controls: 0 for no effect and ±100 for the full control effect; nearly all actives have a fitted effect of over 60% in size
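In this primary screen, KB-V1 cells overexpressing P-gp are incubated with library compounds (lowest to highest concentration) for 72 h at 37 degrees C before a luminescent ATP viability read.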
GLP1R cytotox – qHTS of GLP-1 Receptor Inverse Agonists: Cytotox Screen. Potency, µM (top dose mostly 38.3 µM), without a hit: top-dose activity change, negative = inhibition, most hits filed as inhibitors. HEK293 cAMP-luciferase reporter cells, luminescence, 24 h. hit rate 0.13% among 410,000;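 also: loss of luciferase light is scored as toxicity; potency is read from the fitted curve at half-maximal effect; % is scaled to controls: 0 for no effect and ±100 for the full control effect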
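MLSMR compounds, 24 hr on cells at 37 deg C/5% CO2; luminescence after luciferase reagent (12 min RT). Inhibition counted as the undesired cytotoxic outcome.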
HT1080NT lethal – qHTS for induction of synthetic lethality in tumor cells producing 2HG: qHTS for the HT-1080-NT fibrosarcoma cell line; Potency, µM (series often up to 46.1 µM), inactives show at the top dose activity, negative = less viability, hits mostly cytotoxic; hit rate 1.6% among 360,000; HT-1080-NT fibrosarcoma viability, CellTiter-Glo ATP luminescence, 48 h;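 also: NT is the 2HG producing partner of a matched IDH1 knockdown line; potency is read from the fitted curve at half-maximal effect; 0% = DMSO-treated cells and -100% = media-only wells without cells; nearly all actives have a fitted effect of over 55% in size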
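HT-1080-NT fibrosarcoma cells (2HG-overproducing), 750 cells/well in RPMI with 5% FBS, dosed after 2 h and incubated 48 h at 37C. CellTiter-Glo luminescence normalized to DMSO and no-cell wells; concentration-response curves fitted and classed.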
SW480 rereplic – A quantitative high throughput screen for small molecules that induce DNA re-replication in SW480 colon adenocarcinoma cells | SW480 DNA re-replication, Hoechst DNA content imaging, 48 h | AID 624297, 2012 | Potency, µM (doses to about 46.1 µM), for inactives: at the top dose re-replication activation, most hits filed as activators | hit rate 1.8% among 340,000; also: potency is read from the fitted curve at half-maximal effect; % of control where 0% means no effect; nearly all actives have a fitted effect of over 55% in size
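Quantitative HTS format with DMSO vehicle controls; 48 hr drug incubation at 37 C, then 40 min Hoechst staining and scanning imager measurement at 405 nm excitation.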
KB-3-1 cytotox – qHTS assay for MDR1-selective chemotherapeutics: Primary screen using the parental adenocarcinoma cell KB-3-1; KB-3-1 viability, CellTiter-Glo ATP luminescence, 72 h; hit rate 1.4% among 400,000; AID 1347075, 2019; Potency, µM (top dose mostly 46.1 µM), inactives show at the highest dose activity change, negative = cytotoxic, actives largely listed as cytotoxic; also: potency is read from the fitted curve at half-maximal effect; % is scaled to controls: 0 for no effect and ±100 for the full control effect; nearly all actives have a fitted effect of over 60% in size
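Here the drug-naive KB-3-1 line serves as comparator for MDR sub-line selectivity; cells received compound titrations, 72 h at 37 °C, then CellTiter-Glo readout.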
IL1B secr inh – qHTS for Inhibitors of Inflammasome Signaling: IL-1-beta AlphaLISA Primary Screen | THP-1 LPS/ATP IL-1B secretion, AlphaLISA, 16 h; stronger effect = lower value | activity change, % at 57.5 µM | hit rate 4.7% among 360,000 | AID 743279, 2014; in the data active = activity change below about -50%; inconclusive = mostly about -30% to -49%; also: % is scaled to controls: 0 for no effect and ±100 for the full control effect
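THP-1 cells pretreated 1 hr with compounds (up to 57.5 uM final), then stimulated with LPS (250 ng/mL final) plus ATP (1.25 mM final); secreted IL-1B measured by AlphaLISA after 16 hr, decreased signal indicating inhibition.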
* hit, by the source's call; i = inactive; ? = inconclusive; . = no result given; & = joins results of further samples; [ ] = remark or other dose. Unless noted, calls follow the shape of the dose curve; as a rule, active = well fitted curve in the direction sought with a large enough effect; inconclusive = small, poorly fitted or top-dose-only effect, or another doubt; inactive = no such curve, though single readings can be large; an effect the other way counts as inactive or inconclusive. Not a hit list (roughly 11% active in at least one column).

SMILES | D3 ag | HT1080 IDH1KD tx | MCF10A rerep | KB-V1 cytotox | GLP1R cytotox | HT1080NT lethal | SW480 rereplic | KB-3-1 cytotox | IL1B secr inh
CC1(C(=O)NS(=O)(=O)c2ccccc2C(F)(F)F)CCN1C(=O)CC1CCCC1 (stereo unspecified) | -7 | 16% | . | 6% | 2% | 20% | . | 0% | 6
Cc1ccc(SCC(=O)OCC(=O)NC2CCCCCC2)cc1 | 4 | -1% | -7% | ? | 0% | 16% | 3% | 1% | 61
COc1ccc(-c2sc3ccc(OC)cc3c2C#CCCO)cc1 | 12 | -29% | ? | 22% | 9% | -18% | 6% | -28% | 0
CCN(C(=O)CSc1nc2ccccc2n1Cc1ccccc1C#N)c1ccccc1 | -19 | . | . | -5% | -6% | . | . | -3% | .
OCCNc1nc2ccccc2n1-c1ccccc1 | 8 | 4% | -20% | ? | 2% | 11% | -2% | 9% | 19
O=C(c1cccs1)N(c1cccc(Cl)c1)C1C=CS(=O)(=O)C1 (stereo unspecified) | 0 | 6% | 6% | -18% | -1% | 7% | 8% | 1% | -9
CC(C)(C)CC(C)(C)NC(=O)/C=C/C(=O)O | -1 | 5% | -8% | -3% | -1% | 1% | -3%[9.22 µM] | 20% | -2
COc1ccc(NC(=O)CSC2=Nc3ccccc3C3=NC(Cc4ccccc4)C(=O)N23)cc1Cl (stereo unspecified) | -9 | . | . | 1% | -2% | . | . | 0% | .
O=C(COC(=O)c1ccc(F)cc1Cl)NC1CC1 | -3 | 2% | . | 5% | -12% | -1% | . | -6% | -7
O=C(c1ccc(S(=O)(=O)N2CCOCC2)cc1)N(c1ccccc1)C1C=CS(=O)(=O)C1 (stereo unspecified) | 1 | 11%[9.24 µM] | 3% | 4% | 3% | -9% | -5% | 7% | 6
CCN(C(=O)C1CCCN(c2ncnc3c2nc2n3CCCCC2)C1)c1cccc(C)c1 (stereo unspecified) | 13 | . | . | ? | 7% | . | . | ? | .
CCOc1ccc(N2CC(C(=O)Nc3cc(Cl)ccc3-n3cncn3)CC2=O)cc1 (stereo unspecified) | -11 | -1% | 3% | ? | -7% | -3% | 0% | 11% | -4
Cc1cc(NC(=O)COC(=O)C2=COCCO2)c([N+](=O)[O-])cc1C | 2 | 7% | -1% | 4% | -12% | 7% | -3% | 16% | 41
COc1ccc(C(=O)N/N=C2\CCc3ccccc32)cc1OC | 1 | -6% | -2% | ? | -21% | 2% | -8% | -6% | -6
O=Cc1ccccc1OCCOc1ccc([N+](=O)[O-])cc1 | 3 | -1% | 7% | 10% | 5% | 0% | 14% | -5% | -6
CCCCCCc1ccc(N2C[C@H](CCCCC)[C@@H](CC(=O)NCc3ccc(OC)cc3)C2=O)cc1 | 21 | 6% | -1% | ? | 6% | 7% | 8% | -28%&-5% | -5
CC(=O)Nc1ccc(NC(=O)C2Cc3c(-c4ccc5c(c4)OCO5)ccnc3O2)cc1 (stereo unspecified) | 6 | 27% | . | 2% | -2% | 19% | . | 0% | -2
O=C(c1ccc(Br)o1)N1CC=C(c2ccccc2)CC1 | -21 | -3% | 8% | . | 4% | 0% | 17% | . | 5
Fc1ccc(-c2nnc(-c3ccc4ccccc4c3)o2)cc1 | -2 | 7% | 7% | 7% | 15% | 2% | 0% | -1% | 4
COc1cccc(-c2ccc(SCC(=O)NCCc3ccccc3)nn2)c1 | 3 | -11% | 2% | ? | -1% | -11% | 1% | -15% | 9
Cc1cc(C)c(NC(=S)N(CCN(C)C)C(C)c2cccnc2)c(C)c1 (stereo unspecified) | 0 | -7% | 1% | -27% | 12% | -1% | -4% | 4% | -8
Cc1ccc(S(=O)(=O)N(C)C(=O)NC(=O)NS(=O)(=O)c2ccccc2)cc1 | -3 | 11% | 1% | 9% | -2% | 15% | 1% | 21% | -5
O=C(Cn1c2[n+](c3ccc(C(F)(F)F)cc31)CCCCC2)c1ccc2c(c1)OCCO2 | -3 | -5% | -9% | 27% | -15% | -1% | -2% | ? | -11
Cc1ccc2c(c1)c1c3n2CCN=C3CCC1 | -10 | -4% | 24% | 15µM* | 49%[activator] | -1% | 5% | ? | -96*
CCNC(=O)N(C)C[C@H]1N[C@@](Cc2ccccc2)(C(=O)OC)[C@H]2C(=O)N(C)C(=O)[C@@H]12 | 11 | 13% | ? | ? | 4% | 9% | 0%[9.22 µM] | ? | 18
(list continues)
SMILES | D3 ag | HT1080 IDH1KD tx | MCF10A rerep | KB-V1 cytotox | GLP1R cytotox | HT1080NT lethal | SW480 rereplic | KB-3-1 cytotox | IL1B secr inh
O=C(COc1ccc2ccc(=O)oc2c1)OCc1ccccc1 | 3 | 14% | 5% | 6% | 3% | 4% | ? | 5% | -4
CCCCc1nc2sc3c(=O)n(N)cnc3c2c2c1CCCC2 | 2 | -1% | 0% | -18% | 1% | 7% | -5% | 4% | 8
COc1ccc(/C=C(\NC(=O)c2ccc([N+](=O)[O-])cc2)C(=O)N2CCOCC2)cc1 | -1 | 4% | 12% | 19% | -1% | 5% | 2% | -9% | 9
COc1ccc(C(=O)NC(=S)NNC(=O)[C@H]2C[C@@H]2c2ccccc2)cc1OC | 7 | ? | ? | ? | -9% | -24% | ? | ? | 71
COc1ccc(CC(=O)OC(C)C(=O)Nc2c(C)n(C)n(-c3ccccc3)c2=O)cc1OC (stereo unspecified) | 5 | 8% | 1% | 0% | -11% | 4%[9.24 µM] | -33%[inhibitor] | 16% | 14
c1ccc(CNCc2ccco2)cc1 | 1 | 6% | -5% | 0% | 1% | 14% | -30% | 6% | 6
CSc1nnc(CCNS(=O)(=O)c2ccc(Br)cc2)n1C | 2 | 3% | -1% | 1% | -11% | 5% | -5% | 11% | 5
CCCCCOc1ccc(NC(=O)CSc2cccc3cccnc23)cc1 | -11 | ? | 22% | -6% | -19% | ? | ? | 1% | -2
COc1ccc(CNC(=O)c2ccc3nc(CCc4ccccc4)oc3c2)cc1OC | 12 | . | . | ? | -1% | . | . | -15% | .
CC1(C)CC(=O)C2=C(C1)c1c(ccc3ccccc13)NC2c1ccco1 (stereo unspecified) | -17 | ? | ? | -14% | 19% | ? | ? | 0% | ?
CC(SC1CCCC1)C(=O)Nc1ccnn1C(C)C (stereo unspecified) | -7 | 5% | 0% | ? | -9% | 6% | 0% | -9% | 16
Cc1cccc(NC(=O)NNC(=O)c2ccc3ccccc3c2)c1 | -8 | -2% | -2% | -13% | 0% | 20% | -8% | -3% | 21
O=C(COc1ncnc2scc(-c3ccc(Cl)cc3)c12)NCc1ccco1 | 1 | -11% | 1% | -2% | -4% | -8% | -2% | -2% | -1
O=C(CCC(=O)N1CCOCC1)NCCc1ccccc1 | -7 | -1% | -4% | -14% | -21% | -3% | -5% | -5% | -7
COCCSc1nnc(-c2cccc(C#N)c2)n1C | 1 | 6% | 4% | -9% | 21% | -1% | -7% | -6% | -2
CCn1ncc(/C=N/NS(=O)(=O)c2ccc(Cl)cc2)c1C | 0 | 11% | -3% | 7% | 1% | 8% | -2% | -1% | -8
COC(=O)c1ccc(NC(=O)CSc2nc(N)c(NC(=O)c3ccc(Br)o3)c(=O)[nH]2)cc1 | -8 | 4% | -26% | 7% | 9% | 1% | ? | 2% | i
Cc1ccc(NC(=O)CCCC(=O)O)c(Br)c1 | 1 | 7% | 7% | 24% | 3% | 9% | -2% | 19% | 16
CCCCCC(=O)Nc1ccc(Cl)cn1 | 18 | 8% | 29% | 6% | -17% | -1% | 1% | 12% | -1
Cc1nc(SC(C)C(=O)c2c(N)n(C)c(=O)n(C)c2=O)c2c(C)c(C)sc2n1 (stereo unspecified) | 5 | -20% | 6% | -35% | 5% | -9% | -2% | 7% | -27
Cc1ccc2c(C)c(C(=O)N3CCN(c4cnccn4)CC3)oc2c1C | 16 | -8% | 9% | . | 5% | 2% | -7% | . | -63*
COc1ccc(CN2C(=O)C(CC(=O)NCCCN(C)C)CC(C(=O)N(C(C)C)C(C)C)=C2C)cc1 (stereo unspecified) | -2 | 3% | . | 23% | 5% | 4% | . | 9% | 9
O=C(OCC(=O)N1CCC(c2ccccc2)=N1)c1ccc([N+](=O)[O-])s1 | -14 | -1% | 1% | 22% | 9% | 3% | ? | ? | -30
COc1cccc(-c2nnc(SCC(=O)N3CC(C)CC(C)C3)o2)c1 (stereo unspecified) | -7 | -1% | ? | -18% | 4% | 2% | 3% | ? | -30
CSc1nnc(NC(=O)c2ccc(S(=O)(=O)N3CCOCC3)cc2)s1 | 2 | 18% | -3% | 0% | 5% | 13% | -6% | 2% | 0
O=c1[nH]c(S)nc2sc3c(c12)CCCC3 | -9 | -5% | ? | -13% | 9% | -12% | 0% | -14% | -2
CC(C)(C)c1ccc(OCC(=O)NN2Cc3ccccc3C2=N)cc1 | -9 | -13% | ? | -13% | -3% | -12% | -4% | 0% | 19

Single records (already shown):
`COc1ccc(CN2C(=O)C(CC(=O)NCCCN(C)C)CC(C(=O)N(C(C)C)C(C)C)=C2C)cc1` (stereo unspecified) across the screens: D3 ag: -2; HT1080 IDH1KD tx: 3%; MCF10A rerep: .; KB-V1 cytotox: 23%; GLP1R cytotox: 5%; HT1080NT lethal: 4%; SW480 rereplic: .; KB-3-1 cytotox: 9%; IL1B secr inh: 9
`O=C(CCC(=O)N1CCOCC1)NCCc1ccccc1` across the screens: D3 ag: -7; HT1080 IDH1KD tx: -1%; MCF10A rerep: -4%; KB-V1 cytotox: -14%; GLP1R cytotox: -21%; HT1080NT lethal: -3%; SW480 rereplic: -5%; KB-3-1 cytotox: -5%; IL1B secr inh: -7
